MITF inh = blocks human microphthalmia-associated transcription factor. AlphaScreen MITF homodimerization, bead proximity signal. inhibition, % at 2.6 µM. 650,000 tested, 0.91% active. AID 1259374; in the data active = inhibition above about 50%;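 note: 0% = vehicle wells with protein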
GPR151 ag = activators of human GPR151; 650,000 tested, 1% active; PathHunter beta-arrestin GPR151 cells, luminescence; Q8TDV0; activation, % at 11.2 µM; in the data active = activation above about 4.9%;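 note: 0% = median of compound wells and 100% = cells with positive control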
TEAD-YAP inh = TEAD-YAP interaction inhibition; inhibition, % at 9.12 µM; 640,000 tested, 1.4% active; HEK-TIYL cells, TEAD-Gal4/YAP UAS-luciferase luminescence; in the data active = inhibition above about 32%;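 note: 0% = median of test compound wells and 100% = reference inhibitor wells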
FBW7 activator = human FBW7 E3 ligase activation, primary screen; Q969H0; AlphaScreen FBW7–phospho-cyclin E peptide binding, activator screen; normalized activity (activation), % at 26.1 µM; 650,000 tested, 0.13% active; AID 1259310; in the data active = normalized activity above about 1.9%;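 note: purified mutant Fbw7 with reduced substrate affinity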
Target sequence (Q969H0 whole entry, looked up): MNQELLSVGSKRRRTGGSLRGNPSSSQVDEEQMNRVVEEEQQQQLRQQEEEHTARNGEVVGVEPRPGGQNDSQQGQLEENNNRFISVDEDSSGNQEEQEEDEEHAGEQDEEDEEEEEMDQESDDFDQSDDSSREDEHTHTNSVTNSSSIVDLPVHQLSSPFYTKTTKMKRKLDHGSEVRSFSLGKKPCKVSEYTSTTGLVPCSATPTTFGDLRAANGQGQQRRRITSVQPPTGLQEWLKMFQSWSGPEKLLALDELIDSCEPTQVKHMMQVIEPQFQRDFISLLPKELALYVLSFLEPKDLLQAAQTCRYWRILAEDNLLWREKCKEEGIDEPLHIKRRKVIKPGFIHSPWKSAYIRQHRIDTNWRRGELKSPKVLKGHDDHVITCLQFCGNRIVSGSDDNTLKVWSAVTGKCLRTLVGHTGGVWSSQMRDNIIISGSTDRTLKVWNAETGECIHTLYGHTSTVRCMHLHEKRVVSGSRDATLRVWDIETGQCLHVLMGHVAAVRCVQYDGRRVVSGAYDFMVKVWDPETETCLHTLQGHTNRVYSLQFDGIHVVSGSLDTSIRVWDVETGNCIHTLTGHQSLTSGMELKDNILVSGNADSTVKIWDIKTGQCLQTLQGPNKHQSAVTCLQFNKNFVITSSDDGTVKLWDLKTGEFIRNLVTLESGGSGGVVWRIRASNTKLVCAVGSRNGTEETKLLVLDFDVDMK
Active calls of the source: *.

The opening 3 records, ahead of the listing:
SMILES | MITF inh | GPR151 ag | TEAD-YAP inh | FBW7 activator
c1cnc(NCC2COc3ccccc3O2)nc1 (stereo unspecified) | -12 | -1.5 | -3 | 0.3
CCC(C)NC(=O)Cn1c(=O)c2cccn2c2ccccc21 (stereo unspecified) | 0 | 1.1 | -14 | 0.0
O=[N+]([O-])c1ccc(N2CCCCC2)c(Cl)c1N1CCCCC1 | 3 | -2.1 | 8 | 0.0

All compounds of this part, from the start:
SMILES | MITF inh | GPR151 ag | TEAD-YAP inh | FBW7 activator
c1cnc(NCC2COc3ccccc3O2)nc1 (stereo unspecified) | -12 | -1.5 | -3 | 0.3
CCC(C)NC(=O)Cn1c(=O)c2cccn2c2ccccc21 (stereo unspecified) | 0 | 1.1 | -14 | 0.0
O=[N+]([O-])c1ccc(N2CCCCC2)c(Cl)c1N1CCCCC1 | 3 | -2.1 | 8 | 0.0
Cc1cnc(Nc2ccc(-n3ccnc3)cc2)nc1Nc1ccccc1 | 52* | 2.4 | 37* | -0.1
Cc1ccccc1-n1nc2c(c1NC(=O)c1ccccc1F)CSC2 | -4 | 0.0 | -14 | -0.1
CCOC(=O)N1CCc2c(sc(NCc3c[nH]c4ccccc34)c2C(=O)Nc2ccccc2OCC)C1 | -2 | -0.5 | 3 | -0.1
CCOc1ccc(/C=C2/C=C(c3ccc(OC)cc3)OC2=O)cc1 | 23 | -0.4 | 14 | 0.2
c1ccc(CNc2nc(NCc3cccnc3)nc3c2ncn3C2CCCCC2)cc1 | 11 | -0.3 | 4 | -0.1
O=C(Nc1nccs1)c1cccc(C(=O)Nc2nccs2)c1 | -4 | 1.7 | 14 | -0.1
Cc1cc(C)c(S(=O)(=O)NCC(=O)NCc2ccccn2)c(C)c1 | 4 | -0.9 | -5 | -0.2
CCOC(=O)/C=C/C(=O)Nc1ccc(Oc2ccccc2)cc1 | 4 | -1.1 | 20 | -0.2
Cc1nn(C)c(C)c1-c1nc(C(N)=O)cs1 | 4 | -0.2 | 2 | 0.2
COc1ccc(C2=NNC(c3cc(Cl)cc4c3OCOC4)C2)c(O)c1 (stereo unspecified) | 11 | 0.6 | 13 | 0.1
COCCn1nnnc1C(c1ccc(OC)cc1OC)N1CCN(c2ccccc2)CC1 (stereo unspecified) | 7 | -0.4 | -2 | -0.1
N#CCCSc1ccccc1NC(=O)c1ccc(S(=O)(=O)N2CCCCC2)cc1 | -11 | 2.1 | 5 | 0.1
Cc1cc(C(=O)CSc2nnc(N)s2)c(C)n1-c1ccc(OC(F)F)cc1 | 12 | 0.6 | 7 | 0.3
S=C(c1ccc(OCCOc2ccccc2)cc1)N1CCOCC1 | -14 | -0.1 | -25 | 0.4
CCc1ccc(NC(=O)COC(=O)CCCC2=NS(=O)(=O)c3ccccc3N2)cc1 | 0 | 0.5 | -2 | -0.1
CCC(C)NC(=O)c1nc2c(nnn2Cc2ccc(F)cc2)c(=O)[nH]1 (stereo unspecified) | 11 | 0.0 | -1 | 0.1
Cc1ccc(S(=O)(=O)NCC(c2cccn2C)N2CCc3ccccc3C2)s1 (stereo unspecified) | -7 | 1.3 | -1 | -0.3
O=c1/c(=C\c2cccc(Cl)c2Cl)sc2nc3ccccc3n12 | 7 | -0.8 | 5 | 0.3
O=C(O)CC(C(=O)Nc1ccc2ccccc2c1)N1CCOCC1 (stereo unspecified) | 9 | 0.5 | -3 | 0.9
COc1ccc(OCCC(=O)OC/C(O)=C(\C#N)c2nc3ccccc3[nH]2)cc1 | 9 | 0.6 | 15 | -0.1
CCC(Sc1nc2ccccc2c(=O)n1CCCC(=O)NCc1ccco1)C(=O)NCc1cccnc1 (stereo unspecified) | 15 | -1.4 | 17 | 0.2
O=C(O)c1cccc(-n2c(=S)[nH]c3ccccc3c2=O)c1 | -1 | 0.3 | 11 | 0.0
O=S(=O)(c1ccccc1)c1nnn2c1nc(NC1CCCC1)c1sccc12 | -1 | -3.1 | -13 | 0.6
COc1ccc(CNC(=O)CN2CCN(Cc3ccccc3)C2=O)cc1 | 12 | -0.3 | -2 | 1.0
CCOC(=O)c1ccc(Nc2ccc([N+](=O)[O-])c3nonc23)cc1 | 12 | 1.9 | 2 | 1.9*
COc1cccc(-n2c(SCC(=O)Nc3nc(C)cs3)nnc2-c2ccoc2C)c1 | 5 | 0.6 | 10 | 0.2
CCCn1c(=S)[nH]c2cc(C(=O)N3CC(C)CC(C)C3)ccc2c1=O (stereo unspecified) | -4 | -1.4 | 9 | 0.4
COc1cc(OC)cc(C(=O)NNC(=S)NC2CC2)c1 | -8 | -1.4 | 0 | 0.0
CC(C)Sc1nc2sc3c(c2c(=O)n1Cc1ccccc1)CCC(C(C)(C)C)C3 (stereo unspecified) | 0 | 1.9 | 6 | -0.2
O=C(CN(C(=O)c1csnn1)c1cccc([N+](=O)[O-])c1)NCc1ccccc1 | 11 | -0.4 | 2 | -0.1
CCOC(=O)c1cnc2c(C(=O)OCC)cnn2c1C | -13 | 0.7 | -52 | 0.0
COC(=O)N1CCN(CCNC(=O)NC2CCCCC2)CC1 | 2 | 0.5 | -2 | -0.1
COC(=O)c1cccc(NC(=O)Cc2cccc3ccccc23)c1 | 13 | 1.1 | -3 | 0.2

Part of the list above, with each value named.
Compound: c1ccc(CNc2nc(NCc3cccnc3)nc3c2ncn3C2CCCCC2)cc1
  MITF inh = 11
  GPR151 ag = -0.3
  TEAD-YAP inh = 4
  FBW7 activator = -0.1
Compound: O=C(Nc1nccs1)c1cccc(C(=O)Nc2nccs2)c1
  MITF inh = -4
  GPR151 ag = 1.7
  TEAD-YAP inh = 14
  FBW7 activator = -0.1
Compound: Cc1cc(C)c(S(=O)(=O)NCC(=O)NCc2ccccn2)c(C)c1
  MITF inh = 4
  GPR151 ag = -0.9
  TEAD-YAP inh = -5
  FBW7 activator = -0.2
Compound: CCOC(=O)/C=C/C(=O)Nc1ccc(Oc2ccccc2)cc1
  MITF inh = 4
  GPR151 ag = -1.1
  TEAD-YAP inh = 20
  FBW7 activator = -0.2

(more compounds)
SMILES | MITF inh | GPR151 ag | TEAD-YAP inh | FBW7 activator
O=C1CC2(CCN(C(=O)COc3ccccc3)CC2)Oc2ccccc21 | 0 | 0.2 | 8 | 0.8
CC(=O)Nc1ccc(S(=O)(=O)NC2CCCCCC2)cc1 | 3 | 0.4 | 13 | -0.1
Cc1nnc(SCC(=O)N2CCC(C(=O)O)CC2)n1Cc1ccccc1 | 11 | 3.3 | -1 | 0.2
O=C(CCCN1CCN(c2ccccc2)CC1)c1ccc(F)cc1 | 4 | 0.0 | -1 | -0.1
CCNc1cc(Nc2ccccc2)c2c3c(onc13)-c1ccccc1C2=O | 15 | 1.1 | -2 | -0.5
CC(NCC(=O)Nc1ccc(F)c(F)c1F)c1ccc(F)cc1 (stereo unspecified) | 31 | 0.3 | 0 | 0.0
CC(=O)Nc1ccc(NC(=O)CSc2nnc(-c3ccccc3)n2-n2cccc2)cc1 | -11 | -0.7 | -1 | -0.3
Cc1ccc(NC(=O)CSc2nccc(=O)[nH]2)cc1Cl | -12 | -0.4 | 4 | -0.1
CCC(=O)Nc1nc2ccccc2n1C | 19 | -0.6 | 1 | 0.3
Cc1ccc2nsnc2c1NC(=O)COc1ccccc1[N+](=O)[O-] | 4 | 0.3 | 9 | -0.3
Cc1c(C#N)c(O)n(C)c(=O)c1N=Nc1ccc(C(=O)O)cc1 | -6 | -1.4 | -7 | 0.0
CNC(=O)c1c(NC(=O)c2cc(Cl)sc2Cl)sc2c1CCCC2 | -6 | 1.1 | 4 | 0.0
COc1ccc(C(CCN2C(=O)CCC2=O)C2CCOC(C)(C)C2)cc1 (stereo unspecified) | -13 | 3.6 | -13 | -0.4
CC(=O)NC(=O)c1cc2cc([N+](=O)[O-])ccc2oc1=Nc1cccc(C)c1 | 10 | 1.1 | 1 | -0.1
CC1=C(C(=O)OCCOc2ccccc2)C(c2cccc(O)c2)C2=C(CC(C)(C)CC2=O)N1 (stereo unspecified) | -10 | 0.1 | -2 | 0.1
Cc1cnc(CN(C)C(=O)CC2C(=O)NCCN2Cc2ccc(F)cc2)[nH]1 (stereo unspecified) | -7 | 2.5 | -1 | -0.1
CC1(C)CC(CC(=O)O)(c2ccccc2)CCO1 (stereo unspecified) | -5 | -0.7 | 4 | 0.0
NC(=O)CSc1nnc(-c2cccc(S(=O)(=O)N3CCCCC3)c2)o1 | -8 | 0.6 | 7 | 0.0
O=C1Cc2ccc(C(F)(F)F)cc2N1 | 4 | 0.9 | 3 | 0.0
CC1(C)CC(=O)C=C(Nc2ccccc2F)C1 | -3 | -1.7 | -6 | -0.2
Cc1ccc(NC(=O)CN2C(=O)N/C(=C/c3sccc3C)C2=O)cc1 | 10 | 1.0 | 6 | 0.4
CCOC(=O)C1=C(C)Nc2nc(-c3cccs3)nn2C1c1ccc(C#N)cc1 (stereo unspecified) | 7 | -0.8 | 5 | 0.5
O=C(NNC(=S)Nc1ccc(Cl)cc1)Nc1cccc([N+](=O)[O-])c1 | 13 | 1.4 | 8 | -0.3
O=C(NCc1ccccc1F)C1CCN(C(=O)Nc2ccc(F)cc2)CC1 | -7 | -1.2 | -1 | 0.0
CCOC(=O)C1=C(C)N=c2s/c(=C\c3ccccc3OC(C)=O)c(=O)n2C1c1ccccc1OC(C)C (stereo unspecified) | 2 | -1.3 | 4 | -0.2
NC(=O)c1ccc[n+](Cc2ccccc2)c1 | -3 | 0.4 | -3 | 0.0
Cc1ccc(C2=N/C(=C\c3cccc(Cl)c3)C(=O)O2)cc1 | -3 | -1.7 | -6 | 0.1
Cc1ccc(C)c(N2CCN(c3c(-c4ccc5c(c4)OCC(=O)N5)c(=O)c3=O)CC2)c1 | 6 | -1.0 | 2 | 0.2
CCOC(=O)c1sc2nc(SCc3cccc([N+](=O)[O-])c3)n(Cc3ccc(OC)cc3)c(=O)c2c1C | 4 | 0.5 | 2 | 0.1
COCCNC(=O)CSc1nc2ccccc2c(=O)n1CCC(=O)N1CCN(c2ccccc2)CC1 | 8 | -0.2 | -5 | 0.0
COC(=O)c1ccc(COc2ccccc2Br)o1 | -3 | -2.1 | -38 | -0.1
CC(=O)c1cccc(NC(=O)c2cnn3c(C(F)(F)F)cc(-c4ccc(C)cc4)nc23)c1 | 8 | -1.5 | -3 | 0.2
CCOc1ccccc1NC(=O)c1c(NCc2cccs2)sc2c1CCC(C)C2 (stereo unspecified) | -6 | 0.3 | 1 | -0.1
O=C(CCCCCNS(=O)(=O)c1ccc(Br)cc1)NCCN1CCOCC1 | -3 | 0.0 | -14 | 0.0
O=C(CSc1ccsc1[N+](=O)[O-])N1CCN(c2ccccc2)CC1 | 6 | -0.1 | -6 | -0.1
CC(=O)NS(=O)(=O)c1ccc(NC(=O)/C=C/c2ccc(C(C)(C)C)cc2)cc1 | -8 | 1.5 | -13 | -0.2

Just MITF inh and TEAD-YAP inh (3 entries from above):
Molecule | MITF inh | TEAD-YAP inh
CCCn1c(=S)[nH]c2cc(C(=O)N3CC(C)CC(C)C3)ccc2c1=O (stereo unspecified) | -4 | 9
COc1cc(OC)cc(C(=O)NNC(=S)NC2CC2)c1 | -8 | 0
CC(C)Sc1nc2sc3c(c2c(=O)n1Cc1ccccc1)CCC(C(C)(C)C)C3 (stereo unspecified) | 0 | 6

Going on with the list.
SMILES | MITF inh | GPR151 ag | TEAD-YAP inh | FBW7 activator
COc1ccc(CCNc2nc(-c3ccc(N4CCOCC4)nc3)nc3c2ncn3-c2ccccc2)cc1 | 8 | -2.5 | 2 | 0.3
CCOc1ccc(NC(=O)c2cc(S(=O)(=O)NCCC3=CCCCC3)ccc2F)cc1 | 9 | 1.6 | -1 | -0.1
COc1ccc(/C(C)=N/NC(=O)c2ccc(N(C)C)cc2)cc1 | -2 | 2.2 | -19 | -0.1
Cc1cccc(NC(=O)c2cccc(-n3ncc4cc(Nc5ccccc5Cl)ccc43)c2)c1 | -10 | 1.5 | 6 | 0.0
COc1ccc(C2CC(=O)C3=C(C2)Nc2ccccc2NC3c2ccc(Cl)c(Cl)c2)cc1OC (stereo unspecified) | 1 | 4.3 | 7 | -0.1
CC(C)c1ccc(/C=N/NC(=O)c2nnn(-c3nonc3N)c2CN(C)C)cc1 | 15 | -1.5 | 1 | 0.2
CC(=O)N1c2ccc(S(=O)(=O)N3CCCC(C)C3)cc2CC1C (stereo unspecified) | 3 | 1.4 | -12 | -0.1
COc1ccc(/C=C/C(=O)NCC2(c3ccccc3)CCOCC2)cc1 | 1 | 0.2 | 2 | -0.1

Source: PubChem BioAssay
